Pf Dd2 inh – qHTS Primary assay for Inhibitors of Plasmodium falciparum Dd2 growth in vitro | P. falciparum Dd2 growth, SYBR Green, 72 h | Potency, µM (titrated, usually from 28.9 µM), for the others: at the top dose activity, negative = inhibition, most hits filed as inhibitors | 120,000 tested, 4.3% active | AID 1347417, 2020; active = well fitted inhibition curve with a large enough effect; inconclusive = small, poorly fitted or top-dose-only effect; inactive = no such curve, though single readings can be large or run the other way;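 also: plate controls were DMSO vehicle for no effect and reference drug for full effect; nearly all actives have a fitted effect of over 65% in size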
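Infected erythrocytes (Dd2, 0.3% parasitemia, 2.5% hematocrit final) are added to compound in RPMI-1640/Albumax II medium, grown 72 h at 37C in low oxygen, then lysed with saponin/Triton-X containing SYBR Green and read by fluorescence.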
* hit, by the source's call; i = inactive; u = inconclusive; [ ] = another dose, or the depositor's remark. Potency is read from the fitted curve at half-maximal effect. Only part of the results is shown; count on the stated rates, not on these rows.

SMILES	Pf Dd2 inh
O=c1[nH]c(N2CCOCC2)nc2c1CCN(Cc1ccc(F)c(Cl)c1)CC2	u
CCCCC(CC)CNC(=O)c1ccc(Cn2c(=O)[nH]c3cc(OC)c(OC)cc3c2=O)cc1 (stereo unspecified)	-15%
Cc1nnc(N2CCC(C(=O)NCc3ccc(F)cc3)CC2)c2nn(-c3ccc(Cl)cc3)c(C)c12	u
Cc1cnccc1N1CCCN(Cc2cnc(-c3cccs3)nc2)CC1	-5%
COCc1nnc(NC(=O)C2c3ccccc3C(=O)N(CC(C)C)C23CCCC3)s1 (stereo unspecified)	5.6µM*
COCCOc1ccc2c(n1)CCN(C(=O)Cc1cccc(OC)c1)C2	-24%
COc1ccc(CN2C[C@H]3CN(Cc4ccc(Cl)cc4)CCN3C2=O)cc1	11%[44.1 µM]
O=S(=O)(c1ccccc1)N1CC(c2noc(C3CCCN3CC3CC3)n2)C1 (stereo unspecified)	-12%
COCCc1noc([C@@H]2CN(CC(C)C)C[C@H]2CO)n1	-26%
Cc1nc(N2CCOCC2)c2c(C(=O)NCc3cccc(Cl)c3)c(C)oc2n1	30%
COc1ccccc1CNC(=O)C1(c2cccs2)CCOCC1	i
CN1C(=O)CC(C(=O)O)C12CCN(C(=O)C1(c3ccccc3)CC1)CC2 (stereo unspecified)	5%
CCC(O)CNC(=O)c1cn2cc(-c3ccc(F)cc3)n(CC=C(C)C)c(=O)c2n1 (stereo unspecified)	u
CCO[C@H]1CN(C(=O)CCCc2nc(-c3ccccc3OC)no2)C[C@@H]1O	-22%
O=C(C[C@@H]1CCNC[C@@H]1Cc1cc(CN2CCCCC2)on1)N1CCN(c2ccccc2)CC1	u
COc1ccc(C(=O)N2CCC(Cc3nncn3Cc3ccccc3)C2)cc1 (stereo unspecified)	-18%
CCc1ccccc1CN1CCCCC12Cc1ccccc1CNC2=O (stereo unspecified)	u
CN(Cc1ccccc1)C(=O)C1(C)COCc2cnc(Nc3ccccc3)nc21 (stereo unspecified)	i
C[C@@H]1C(=O)O[C@H]2[C@H]1CC[C@@]1(C)Cc3sc(NC(=O)CS(=O)(=O)c4ccccc4)nc3[C@@H](C)[C@H]21	i
Cc1nc(-c2ccc(F)cc2)n(CC(=O)NCc2ccc(F)cc2)c(=O)c1CCO	-8%
N#CC1CCN(C(=O)c2nc(-c3cccc(C(F)(F)F)c3)c3cnccn23)CC1	u
O=C(COc1ccccc1)Nc1sc2c(c1C(=O)Nc1ccccc1)CCCCC2	25%
NC(=O)c1noc(CN2CC[C@@H]3[C@@H](CCC(=O)N3CCc3ccccc3)C2)n1	-7%
CCOc1ccc(NC(=O)CSc2ccc3ccccc3n2)cc1	7%
COc1cccc(CN2CCC3(Cc4ccccc4NC3=O)C2)c1 (stereo unspecified)	-4%[44.1 µM]
COc1cccc(Nc2ccc3c(n2)C(C)(C(=O)NCc2ccco2)CN(C)C3)c1 (stereo unspecified)	-16%[44.1 µM]
CCCCNC(=O)C1CCN(S(=O)(=O)c2cc(Br)cc3c2N(C(=O)CC)CC3)CC1	u
O=C(c1ccncc1)N1CCC2(CC1)CC(N1CCCCC1)CCO2 (stereo unspecified)	13%
CN(CC(=O)NCC1CCN(c2cnn(C)c(=O)c2)C1)C1CCNCC1 (stereo unspecified)	-1%
Cc1ccc2sc(N(CCCN(C)C)C(=O)c3ccco3)nc2c1C	8.9µM*

Of the compounds above, these contain a thiophene ring, fused or not.
SMILES	Pf Dd2 inh
Cc1cnccc1N1CCCN(Cc2cnc(-c3cccs3)nc2)CC1	-5%
COc1ccccc1CNC(=O)C1(c2cccs2)CCOCC1	i
O=C(COc1ccccc1)Nc1sc2c(c1C(=O)Nc1ccccc1)CCCCC2	25%

Other records:
SMILES	Pf Dd2 inh
COCCn1ncc(N2CCCC(CC(=O)NCc3cccc(C)c3)C2)cc1=O (stereo unspecified)	6%
CCCn1c(=O)sc2cc(NC(=O)c3ccccc3OCC)ccc21	-2%
COc1ccccc1-c1nc(C(=O)N2CCN(c3ncccn3)CC2)n2ccccc12	-15%
CCOC(=O)C1CCN(C(=O)c2ccc3c(=O)n4nc(Nc5cc(C)ccc5C)sc4nc3c2)CC1	-18%
CCOC(=O)c1ccc(N2C(=O)c3n[nH]c(-c4ccco4)c3C2c2cccc(OC)c2)cc1 (stereo unspecified)	u
CCC1CN(C(=O)c2ccc(NCc3cnn(CC)c3)nc2)CCN1C(C)C (stereo unspecified)	-6%
Cc1cccc(CN(C(=O)c2ccco2)c2ccc(CC(=O)N3CCCC3)cc2)c1	i
O=C(NCc1nnc2cc(-c3nc(C4CC4)no3)ccn12)c1c(F)cccc1F	i
COc1ccccc1C(=O)NC1CCN(c2cc(C(F)(F)F)nc(C)n2)CC1	-4%
O=C(O)C[C@@H]1CCN(C(=O)C2CCCCC2)C[C@@H]1CCN1CCN(c2ccccn2)CC1	-3%
CC(C)c1cc(C2CCCN2C(=O)CCc2cc3n(n2)CCCNC3)no1 (stereo unspecified)	-6%
CC(C)S(=O)(=O)N1CCC(CCOc2ccccc2)C1 (stereo unspecified)	i
COc1ccc(NC(=O)C2CCCN(c3cnc4nc(C)c(C)nc4c3)C2)c(C)c1 (stereo unspecified)	-16%
CC(C)c1nn2c(=O)cc(COC(=O)c3ccco3)nc2s1	57%[activator]
CCc1ccc(-n2c(=O)c3c4c(sc3n(Cc3ccc(C)cc3)c2=O)CCC4)cc1	i

Quoted at random: 2 records from the list, in no set order.
SMILES	Pf Dd2 inh
CCCn1c(=O)sc2cc(NC(=O)c3ccccc3OCC)ccc21	-2%
CCC1CN(C(=O)c2ccc(NCc3cnn(CC)c3)nc2)CCN1C(C)C (stereo unspecified)	-6%

Gathered by group: the entries above containing a Cl atom (4)
SMILES	Pf Dd2 inh
O=c1[nH]c(N2CCOCC2)nc2c1CCN(Cc1ccc(F)c(Cl)c1)CC2	u
Cc1nnc(N2CCC(C(=O)NCc3ccc(F)cc3)CC2)c2nn(-c3ccc(Cl)cc3)c(C)c12	u
COc1ccc(CN2C[C@H]3CN(Cc4ccc(Cl)cc4)CCN3C2=O)cc1	11%[44.1 µM]
Cc1nc(N2CCOCC2)c2c(C(=O)NCc3cccc(Cl)c3)c(C)oc2n1	30%

(listing goes on)
SMILES	Pf Dd2 inh
NC(=O)COc1ccc(C(=O)N[C@@H]2CN(C(=O)Nc3cccc(C(F)(F)F)c3)CCC[C@H]2O)cc1	i
Cc1ccc(-n2cccc2CC(=O)NCC(C)C)cc1	-34%
Fc1ccc(-n2ncc3c(Nc4ccc(Oc5ccc(Cl)cc5)cc4)ncnc32)cc1	17%
O=C(NCC1Cn2cccc2C(=O)N1Cc1ccccc1)C1CC1 (stereo unspecified)	u
COCCCNC(=O)C1CCCN(Cc2ccncc2)CCC(=O)NCC1 (stereo unspecified)	2%
O=C1CCN(S(=O)(=O)c2ccccc2)CCCN(C(=O)c2ccccn2)CCN1	5%
Cc1cc(C[C@@H]2COC[C@@H]2NC(=O)c2cc(=O)n(-c3ccccc3)[nH]2)on1	i
CC(=O)c1cccc(NC(=O)Cn2c(=O)oc3cc(S(=O)(=O)NC4CCCC4)ccc32)c1	4%
CCn1c(=O)cc(OCC(=O)N2CCN(c3ccccc3OC)CC2)c2ccccc21	-19%
CNC(=O)c1ccc2ccnn2c1	10%[44.1 µM]
COc1ccccc1NC(=O)Cn1c(=O)n(Cc2ccccc2)c(=O)c2sc3ccccc3c21	-14%
CC1(c2ccccc2)N(Cc2ccc(O)cc2)C(=O)OC12CCN(C(=O)Cc1ccccc1)CC2 (stereo unspecified)	-28%
Cc1noc(C2CC3(CCN(C(=O)c4nccn4C)CC3)CN2C)n1 (stereo unspecified)	1%
Cc1[nH]c2ccccc2c1CC(=O)N1CC[C@@](O)(C2CCOCC2)[C@H](C)C1	8%
CCn1cc(Cl)c(C(=O)N2CCc3c(nc(-c4ccccc4)[nH]c3=O)C2)n1	u

As a working copy, part of the list above:
SMILES	Pf Dd2 inh
COc1ccccc1NC(=O)Cn1c(=O)n(Cc2ccccc2)c(=O)c2sc3ccccc3c21	-14%
CC1(c2ccccc2)N(Cc2ccc(O)cc2)C(=O)OC12CCN(C(=O)Cc1ccccc1)CC2 (stereo unspecified)	-28%
Cc1noc(C2CC3(CCN(C(=O)c4nccn4C)CC3)CN2C)n1 (stereo unspecified)	1%
Cc1[nH]c2ccccc2c1CC(=O)N1CC[C@@](O)(C2CCOCC2)[C@H](C)C1	8%
CCn1cc(Cl)c(C(=O)N2CCc3c(nc(-c4ccccc4)[nH]c3=O)C2)n1	u

(cont.)
SMILES	Pf Dd2 inh
O=C(CSc1ccncc1)N1CCN2C(=O)N(Cc3ccccc3)C(=O)[C@H]2C1	i
CCN1c2cc(C(=O)NC3CCCCC3)ccc2C(=O)N2CCCCCC21 (stereo unspecified)	i
O=C(NCCc1csc(-c2ccc(F)cc2)n1)c1cccs1	i
COCC1CN(C(C)=O)CC12CCN(C(=O)c1cccnc1C)CC2 (stereo unspecified)	i
Cc1cc(C)cc(NC(=O)c2cc(CN3CCCC3)on2)c1	u
COCCNC(=O)Cn1ccn2nc(-c3ccc(F)cc3)c(CO)c2c1=O	-20%
Cc1ccc(CNC(=O)CSc2n[nH]c(-c3ccc(F)cc3)n2)cc1	i
COCc1nncn1C1CCN(C(=O)c2cc(F)ccc2Cl)CC1	-9%
Cc1ccc(C(=O)N2CCCC3(C2)C(=NC2CCCC2)NC(=O)N3c2cccnc2)cc1 (stereo unspecified)	3%
COc1ccc(CN2Cc3[nH]nc(-c4cccc(OC)c4)c3CC2=O)cc1	i
CNC(=O)[C@@H]1C[C@H](Oc2ccccc2)CN1S(=O)(=O)Cc1ccccc1	0%
COc1ccccc1CC(=O)N1CCC2(CC1)c1nccn1-c1ccccc1CN2C	11%[5.79 µM]
Cn1c(=O)c2ccnn2c2ccc(C(=O)Nc3ccc4c(c3)OCCO4)cc21	u
C=CCc1c(C)nc2nc(SCC(=O)Nc3ccc(C)c(C)c3)nn2c1C	-17%
CCCNC(=O)Cc1ccc(N(Cc2cccc(C)c2)C(=O)c2ccco2)cc1	-3%
CCOc1ccc(CC(=O)N2CCC[C@H]2c2nc(-c3ccc(C)cc3)no2)cc1	u
COc1ccc(-c2ccc(-c3noc(-c4cc(OC)cc(OC)c4)n3)c(OC)n2)cc1	-6%
COc1ccc(C(=O)N2CCC3(CC2)NC(=O)N(c2cccc(Cl)c2)N3)cc1	u
Cc1ccc(N(C)C(CNS(=O)(=O)c2ccccc2)c2ccccc2)cc1 (stereo unspecified)	u
CCOC(=O)c1c(C)[nH]c(C)c1S(=O)(=O)N(C)CC(=O)Nc1ccc(C)cc1C	19%
O=C1CCN(S(=O)(=O)c2cccc(F)c2)CCCC(CO)CCN1 (stereo unspecified)	10%
Cc1cccc(-c2cccc(NC(=O)C3CCCN(C(=O)c4cccc(C)n4)C3)c2)c1 (stereo unspecified)	-22%
COc1cc2[nH]c(=O)n(CCCCCC(=O)N3CCN(c4cccc(C(F)(F)F)c4)CC3)c(=O)c2cc1OC	i
O=C(NC[C@H]1O[C@@H](CO)[C@@H](O)[C@H]1N1CCN(c2ccc(F)cc2)CC1)c1cccc(F)c1	-4%
O=C1c2cnc(-c3cccc(O)c3)nc2OCCN1Cc1ccc(F)cc1F	u
CC(C)Cn1c(-c2ccccc2Cl)nc2ccccc21	-17%
CC(=O)Oc1c(-c2ccc(NC(=O)c3ccco3)cc2)c(-c2cccc(C)c2)nn1-c1cccc(F)c1	u
C#CCNC(=O)c1nc(-c2ccsc2)c2cnccn12	-11%[44.1 µM]
O=C(c1ccc(C2CCCNC2)cc1)N1CCCN(c2ncccn2)CC1 (stereo unspecified)	-2%
COC[C@@H]1CN(S(C)(=O)=O)C[C@H]1c1ccncc1	i
CCOC(=O)c1cc2c(=O)n3ccccc3nc2n(Cc2ccco2)c1=NC(=O)c1cccc(F)c1	-7%
O=C1N(Cc2ccccc2F)CCOC12CCN(Cc1ccc(F)cc1F)CC2	2.5µM*
CC(C)CN1CCc2[nH]cnc2C12CCN(C(=O)c1n[nH]c3c1CCC3)CC2	-29%
COc1ccc(CCNC(=O)CCCn2c(=O)c3ccccc3n(Cc3c(C)cc(C)cc3C)c2=O)cc1OC	39%[activator]
Cc1nnc([C@@H]2CC(F)(F)CN2C(=O)c2occc2C)o1	16%
CCOc1ccc(CNC(=O)c2cc3c(=O)oc4ccc(C)cc4c3s2)cc1	44%[activator]
CCn1c(=O)cc(OCC(=O)N2CCN(c3ccc(C)cc3)C(C)C2)c2ccccc21 (stereo unspecified)	u
COCCN1CCCCCC(O)c2cc(C(=O)NCCc3ccccn3)ccc21 (stereo unspecified)	i
Cc1cccc(C)c1OCCSc1nc2ccccc2n1CC(=O)O	23%
Cc1cc(NCCc2c[nH]c(=O)[nH]c2=O)n2nccc2n1	-10%
CCOC(=O)c1sc2cccc(F)c2c1S(=O)(=O)Nc1ccccc1F	2%
COc1cc2ncc3c(-c4ccccc4)nn(-c4ccc(C)cc4)c3c2cc1OC	u
CCc1ccccc1NC(=O)Cn1nnc(C(=O)NCc2ccco2)c1N	8%
O=C(C1CCCC1)N1CCC(Oc2ccccc2)C1 (stereo unspecified)	13%
O=C(Nc1ccccc1F)c1nc(SCc2ccc(F)cc2)ncc1Cl	30%
CSCC[C@@H]1NC(=O)c2cc(NC(=O)c3cc(-c4cccnc4)n[nH]3)ccc2NC1=O	u
CCCNc1nc2c(c(=O)n(C)c(=O)n2C)n1CC(O)COc1ccccc1 (stereo unspecified)	-19%
Cc1ncsc1C1N(C2CCN(C(=O)c3cnccn3)CC2)C(=O)C12CCCC2 (stereo unspecified)	-15%
